Screening results (PubChem)
p53 reactivation = qHTS assay for re-activators of p53 using a Luc reporter; H1299 p53-A138V BP100-luciferase reporter, luminescence, 24 h; Potency, µM (highest dose often 92.2 µM), without a hit: at the top dose activity change, positive = activation, actives largely listed as activators; 320,000 compounds, 0.063% hits; note: potency is the fitted concentration of half-maximal effect; % of control where 0% means no effect; nearly all actives have a fitted effect of over 45% in size
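H1299 (p53-null), stable ts p53-A138V + BP100-Luc; 1000 cells/well, Opti-MEM/10% FBS; cpd 4 pt, 1:5; 24 h, 37 deg C, 5% CO2; detection reagent 10 min RT; luminescence.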
VP16 counter = VP16 counterscreen qHTS for inhibitors of ROR gamma transcriptional activity. 310,000 compounds, 3.5% hits. Drosophila S2 Gal4-VP16 UAS-luciferase, luminescence, 20 h. Potency, µM (highest dose often 53.6 µM), inactives show top-dose activity, negative = inhibition, most hits filed as inhibitors. AID 2546, 2010;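 note: Gal4-VP16 expression switched on by copper sulfate through the metallothionein promoter; potency is the fitted concentration of half-maximal effect; % is set by controls: 0 for no effect and ±100 for the full control effect; nearly all actives have a fitted effect of over 50% in size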
Tb PFK block = qHTS Assay to Find Inhibitors of T. brucei phosphofructokinase; ATP-dependent 6-phosphofructokinase (Trypanosoma brucei brucei), O15648; T. brucei PFK, ADP-Glo luminescence; Potency, µM (series often up to 57.5 µM), for the others: at the top dose activity, negative = inhibition, actives largely listed as inhibitors; 330,000 compounds, 0.17% hits;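 note: potency is the fitted concentration of half-maximal effect; 0% = uninhibited 1x PFK enzyme wells and -100% = no-enzyme wells; nearly all actives have a fitted effect of over 60% in size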
Target sequence (O15648 whole entry, looked up): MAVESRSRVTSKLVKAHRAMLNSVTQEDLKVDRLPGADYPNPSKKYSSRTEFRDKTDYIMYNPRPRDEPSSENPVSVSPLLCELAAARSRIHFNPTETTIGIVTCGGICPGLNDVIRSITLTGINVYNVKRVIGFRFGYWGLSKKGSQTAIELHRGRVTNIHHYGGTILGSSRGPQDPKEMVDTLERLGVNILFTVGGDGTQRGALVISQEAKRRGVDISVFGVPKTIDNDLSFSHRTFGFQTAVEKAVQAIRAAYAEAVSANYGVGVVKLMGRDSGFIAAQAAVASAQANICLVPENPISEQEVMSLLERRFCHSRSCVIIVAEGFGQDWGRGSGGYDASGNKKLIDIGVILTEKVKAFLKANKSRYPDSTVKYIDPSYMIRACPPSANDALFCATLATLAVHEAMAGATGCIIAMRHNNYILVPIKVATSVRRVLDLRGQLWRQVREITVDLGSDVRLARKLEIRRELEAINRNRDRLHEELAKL
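In TEA buffer at pH 8.0 with 5 mM MgCl2, enzyme (1.25 nM) converted F6P (0.5 mM) and ATP (0.1 mM) for 45 min at room temperature. ADP product was read by luciferase luminescence.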
NPC1 promoter act = qHTS Assay for NPC1 Promoter Activators; 320,000 compounds, 2.4% hits; Potency, µM (highest dose often 9.22 µM), for the others: top-dose activation, hits mostly activators; Huh7 NPC1 promoter luciferase reporter, 24 h;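 note: potency is the fitted concentration of half-maximal effect; % of control where 0% means no effect; nearly all actives have a fitted effect of over 60% in size; reporter is driven by a mutant NPC1 promoter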
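Luciferase expression driven by the NPC1 promoter was measured in stably transfected Huh7 cells after a 24 h compound incubation, using a luciferase reagent and a luminescence read.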
Rab9 promoter act = qHTS Assay for Rab9 Promoter Activators; Huh7 Rab9 promoter-luciferase reporter, luminescence, 24 h; Potency, µM (series often up to 9.22 µM), inactives show at the top dose activation, negative = inhibition, actives largely listed as activators; 320,000 compounds, 2.8% hits; note: potency is the fitted concentration of half-maximal effect; % of control where 0% means no effect; nearly all actives have a fitted effect of over 60% in size
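Stable Rab9-luc Huh7, 1500 cells/well, 2 h settle; cmpd in DMSO, 24 h, 37 °C/5% CO2; luciferase reagent 10 min RT; luminescence.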
ELG1 repair inh = qHTS screen for small molecules that inhibit ELG1-dependent DNA repair in human embryonic kidney (HEK293T) cells expressing luciferase-tagged ELG1; 330,000 compounds, 2.3% hits; Potency, µM (titrated, usually from 46.1 µM), inactives show top-dose activity change, negative = inhibition, most hits filed as inhibitors; HEK293T ELG1-luciferase reporter, luminescence, 16 h; DNA damage induced by 5-fluorouridine; note: potency is the fitted concentration of half-maximal effect; % is set by controls: 0 for no effect and ±100 for the full control effect; nearly all actives have a fitted effect of over 55% in size
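In this reporter screen, reduction of luminescence relative to DMSO vehicle indicated activity. Compounds and 5-fluorouridine were added together to 2,000 cells per well, incubated for 16 hr at 37 °C, then developed with ONE-Glo.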
TRPV1 agonist = HTS Assay for Compounds that Act as Agonists of the Vanilloid Receptor 1. TRPV1-expressing cells, Fluo-8 calcium influx, agonist mode. activation, % at 8.33 µM. 320,000 compounds, 0.19% hits; in the data active = activation above about 80%; inconclusive = between about 30% and that limit; note: 0% is about no effect
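Fluo-8 calcium influx in TRPV1-expressing cells, kinetic read (ex 480/em 520 nm). Compound added and read 3 min for agonist activity, followed by capsaicin at EC20 final and 2 min further read for enhancement.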
BRCA1 expr act = qHTS Assay to Identify Small Molecule Activators of BRCA1 Expression; MCF7-BRCA1-FFLuc reporter, luminescence, 48 h; response scale: scaled: vehicle 0%, 10 µM genistein 100%; 380,000 compounds, 1.1% hits; Potency, µM (doses to about 46.1 µM), for the others: at the highest dose activation, hits mostly activators; AID 624202, 2012; note: potency is the fitted concentration of half-maximal effect; nearly all actives have a fitted effect of over 80% in size; some results filed as inactive show a strong effect at the top dose
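Using MCF7 cells harboring a BRCA1 firefly luciferase reporter, plated 2 h before compound pinning, the screen measured luminescence after 48 h incubation. Responses were normalized to DMSO and 10 microM genistein, then fitted for concentration-effect.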
FLuc modulator = qHTS profiling assay for firefly luciferase inhibitor/activator using purifed enzyme and Km concentrations of substrates (counterscreen for miR-21 project); Luciferin 4-monooxygenase (Photinus pyralis), P08659; purified FLuc, Km substrates, luminescence inhibition; Potency, µM (titrated, usually from 57.5 µM), without a hit: at the highest dose activity change, negative = inhibition, actives largely listed as inhibitors; 360,000 compounds, 6.9% hits; AID 588342, 2011;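 note: potency is the fitted concentration of half-maximal effect; plate controls were vehicle for no effect and reference inhibitor for full effect; nearly all actives have a fitted effect of over 55% in size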
Target sequence (P08659 whole entry, looked up): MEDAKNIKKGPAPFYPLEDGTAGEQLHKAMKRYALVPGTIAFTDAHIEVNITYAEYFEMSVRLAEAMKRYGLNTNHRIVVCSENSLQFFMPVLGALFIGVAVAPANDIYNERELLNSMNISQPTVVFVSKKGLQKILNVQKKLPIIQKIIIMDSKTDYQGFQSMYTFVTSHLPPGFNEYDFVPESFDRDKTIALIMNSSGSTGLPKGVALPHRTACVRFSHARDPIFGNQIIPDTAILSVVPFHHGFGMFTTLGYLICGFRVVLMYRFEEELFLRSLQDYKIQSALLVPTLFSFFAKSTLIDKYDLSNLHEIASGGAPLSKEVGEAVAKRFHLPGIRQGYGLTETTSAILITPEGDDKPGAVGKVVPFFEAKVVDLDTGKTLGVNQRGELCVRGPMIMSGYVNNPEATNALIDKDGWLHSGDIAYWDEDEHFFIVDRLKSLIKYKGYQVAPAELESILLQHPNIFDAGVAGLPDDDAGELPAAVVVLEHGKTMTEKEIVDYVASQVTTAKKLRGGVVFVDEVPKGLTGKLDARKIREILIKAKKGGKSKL
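Purified P. pyralis luciferase, 10 nM final, with Km-level 10 uM D-luciferin and 10 uM ATP in 50 mM Tris acetate pH 7.5, 10 mM Mg acetate, 0.01% Tween-20, 0.05% BSA; 6-point qHTS titration about 60 µM downward; luminescence read.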
RORg inh = qHTS for inhibitors of ROR gamma transcriptional activity; 310,000 compounds, 5.4% hits; Potency, µM (top dose mostly 53.6 µM), without a hit: at the highest dose activity change, negative = inhibition, usual class: inhibitors; Drosophila S2 Gal4-RORgamma UAS-luciferase reporter, 20 h; Nuclear receptor ROR-gamma (Mus musculus), P51450; note: potency is the fitted concentration of half-maximal effect; % is set by controls: 0 for no effect and ±100 for the full control effect; nearly all actives have a fitted effect of over 60% in size
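Stable Schneider cell line, Gal4 DNA-binding domain fused to ROR gamma, UAS-luciferase. Cmpd 1 hr RT → CuSO4 700 uM final → 20 hr RT → luciferase reagent 10 min → luminescence.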
ELG1 genotoxic = qHTS screen for small molecules that induce genotoxicity in human embryonic kidney (HEK293T) cells expressing luciferase-tagged ELG1. AID 504466, 2011. Potency, µM (highest dose often 46 µM), for the others: at the top dose activity change, positive = activation, most hits filed as activators. HEK293T ELG1-luciferase reporter, luminescence, 16 h. 330,000 compounds, 1.3% hits; note: potency is the fitted concentration of half-maximal effect; % of control where 0% means no effect; nearly all actives have a fitted effect of over 60% in size
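HEK293T cells expressing luciferase-tagged ELG1 were exposed to compound or DMSO vehicle for 16 hr at 37 °C and 5% CO2. Luciferase activity was then measured with ONE-Glo after 30 min at room temperature.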
* hit, by the source's call; ? = inconclusive; nt = not tested or not shown; [ ] = another dose, or the depositor's remark. Unless noted, calls come from the whole dose curve; as a rule, active = well fitted curve in the direction sought with a large enough effect; inconclusive = small, poorly fitted or top-dose-only effect, or another doubt; inactive = no such curve, though single readings can be large; an effect the other way counts as inactive or inconclusive.

SMILES,p53 reactivation,VP16 counter,Tb PFK block,NPC1 promoter act,Rab9 promoter act,ELG1 repair inh,TRPV1 agonist,BRCA1 expr act,FLuc modulator,RORg inh,ELG1 genotoxic
Cc1ccc(NC(=O)C2=C(C(=O)O)CCCC2)cc1F,?,10%,6%,0%,0%,20%,-3,2%,-1%,-1%,2%
COc1ccc(C)cc1S(=O)(=O)N(C)CC(=O)Nc1ccccc1,-9%,3%,-2%,-6%,-5%,-10%,14,-11%,10%,-7%,-2%
CCOCCCn1c(=S)[nH]c2cc3c(cc2c1=O)OCO3,20%,2.5µM*,-8%,2%,1%,7%,21,12%,3%,2.5µM*,-1%
CN(Cc1ccc(OC(F)F)cc1)C(=O)c1ccc(S(=O)(=O)N(C)c2ccccc2)cc1,-7%,nt,0%,-9%,-5%,?,22,-16%,-2%,nt,-6%
Cc1cccc(NC(=S)N(CCCN2CCOCC2)Cc2ccco2)c1,-1%,2%,7%,-2%,8%,-5%,3,-4%,-1%,10%,?
CCOC(=O)c1cc2sccc2n1Cc1ccccc1,0%,-4%,-2%,1%,-2%,0%,0,-28%,5%,5%,-1%
CO/N=C(\Cn1ncc(N2CCCC2)c(Cl)c1=O)c1ccc(Cl)cc1,-3%,2%,-2%,-3%,-8%,-17%,22,-39%,1%,27%,1%
COc1ccc(/C=N/NC(=O)CCOc2ccccc2C)cc1OC,-14%,-6%,0%,3%,-2%,?,-5,-27%,?,23%,0%
CCOC(=O)C1CCCCN1Cc1ccc(C(F)(F)F)cc1 (centres undefined),0%,-5%,-3%,0%,16%,0%,-6,6%,3%,-3%,0%
Cc1cc(C)c2cc(C(=O)N3CCc4ccccc4C3)[nH]c2c1,-1%,-7%,0%,-20%,-2%,-6%,25,-58%,?,39%,3%
Cc1ccc(-n2c(=S)[nH]c3nc4c(cc3c2=O)COC(C)(C)C4)cc1,5%,?,1%,-2%,-3%,7%,-9,43%,2%,3.5µM*,5%
COc1ccc(OC)c(C2C(C(N)=O)=C(C)Nc3nc(CCCO)nn32)c1 (centres undefined),-1%,2%,5%,-5%,-5%,14%,-4,4%,3%,34%,-11%

2 entries from above, as labelled records.
CCOCCCn1c(=S)[nH]c2cc3c(cc2c1=O)OCO3
  p53 reactivation: 20%
  VP16 counter: 2.5µM*
  Tb PFK block: -8%
  NPC1 promoter act: 2%
  Rab9 promoter act: 1%
  ELG1 repair inh: 7%
  TRPV1 agonist: 21
  BRCA1 expr act: 12%
  FLuc modulator: 3%
  RORg inh: 2.5µM*
  ELG1 genotoxic: -1%

CN(Cc1ccc(OC(F)F)cc1)C(=O)c1ccc(S(=O)(=O)N(C)c2ccccc2)cc1
  p53 reactivation: -7%
  VP16 counter: nt
  Tb PFK block: 0%
  NPC1 promoter act: -9%
  Rab9 promoter act: -5%
  ELG1 repair inh: ?
  TRPV1 agonist: 22
  BRCA1 expr act: -16%
  FLuc modulator: -2%
  RORg inh: nt
  ELG1 genotoxic: -6%

(more compounds)
SMILES,p53 reactivation,VP16 counter,Tb PFK block,NPC1 promoter act,Rab9 promoter act,ELG1 repair inh,TRPV1 agonist,BRCA1 expr act,FLuc modulator,RORg inh,ELG1 genotoxic
CCOC(=O)c1cnc2cc3c(cn2c1=O)CCCC3,15%,-12%,3%,?,3.2µM*,?,1,?,24µM*,-8%,28%
COc1ccc(Cn2c(C(F)(F)F)ccc(C(N)=O)c2=O)cc1,-1%,-5%,-5%,-1%,-2%,12%,4,-14%,2%,37%,4%
Cc1cc(C)cc(Oc2nc(-c3ccccc3)cc(C)c2S(C)(=O)=O)c1,10%,9%,7%,0%,2%,?,4,-56%,3%,9%,-1%
COc1cc2c(cc1NC(=O)/C=C/c1ccc([N+](=O)[O-])cc1)oc1ccccc12,6%,-7%,2%,-4%,-1%,17%,-2,-1%,6%,-2%,?
CCn1c(CC(=O)Nc2ccc(C)cc2)n[nH]c1=S,0%,3%,-2%,-2%,2%,-4%,0,4%,-4%,-26%,-4%
Cc1ncc(CN2CCN(CCc3ccccc3)C(CCO)C2)s1 (centres undefined),-3%,2%,5%,-5%,-3%,-11%,3,0%,-2%,-16%,-3%
COc1ccc(CNC(=O)COC(=O)c2ccccn2)cc1,-2%,3%,1%,-3%,2%,5%,-1,-5%,-6%,14%,1%
Cc1cccc(C2c3[nH]c4ccccc4c3CCN2C(=O)c2cc3c([nH]c2=O)CCCC3)n1 (centres undefined),-4%,7%,0%,1%,-5%,-13%,-1,-14%,-1%,12%,-3%
O=C(c1ccc(-c2ccc([N+](=O)[O-])cc2)o1)N1CCCC(C(F)(F)F)C1 (centres undefined),12%,nt,4%,15%,-2%,-26%,-2,24%,1%,nt,0%
CCOC(=O)/C(C#N)=C/c1c(N2CCN(C)CC2)nc2ccccn2c1=O,1%,10%,1%,-2%,-1%,-2%,10,6%,-2%,3%,-1%
CCN(CC(=O)NCc1cccs1)C(=O)c1cc(=O)[nH]c2ccccc12,3%,nt,-2%,nt,nt,?,nt,6%,nt,nt,0%
CCn1c(COc2ccccc2C)nnc1SCC(=O)N1CCN(c2ccccc2)CC1,-4%,-13%,0%,1%,-5%,?,6,-69%,-2%,41%,-9%

Next section; the last four above are carried over.
SMILES,p53 reactivation,VP16 counter,Tb PFK block,NPC1 promoter act,Rab9 promoter act,ELG1 repair inh,TRPV1 agonist,BRCA1 expr act,FLuc modulator,RORg inh,ELG1 genotoxic
O=C(c1ccc(-c2ccc([N+](=O)[O-])cc2)o1)N1CCCC(C(F)(F)F)C1 (centres undefined),12%,nt,4%,15%,-2%,-26%,-2,24%,1%,nt,0%
CCOC(=O)/C(C#N)=C/c1c(N2CCN(C)CC2)nc2ccccn2c1=O,1%,10%,1%,-2%,-1%,-2%,10,6%,-2%,3%,-1%
CCN(CC(=O)NCc1cccs1)C(=O)c1cc(=O)[nH]c2ccccc12,3%,nt,-2%,nt,nt,?,nt,6%,nt,nt,0%
CCn1c(COc2ccccc2C)nnc1SCC(=O)N1CCN(c2ccccc2)CC1,-4%,-13%,0%,1%,-5%,?,6,-69%,-2%,41%,-9%
Cc1ccc(NC(=O)Cn2ncc(Cl)c(Cl)c2=O)cc1S(=O)(=O)N1CCCCC1,-27%,nt,5%,-40%[inhibitor],-38%[inhibitor],15µM*,-2,-86%,-7%,nt,-6%
COc1cc(OC)c2c(-c3cccc(-c4ccc(CO)cc4)c3)cc(=O)oc2c1,4%,?,4%,nt,nt,?,nt,-74%,nt,-38%,?
CCOC(=O)c1[nH]c(C)c(C(=O)OCC(=O)NC(C)c2ccc(F)cc2)c1C (centres undefined),nt,nt,2%,-26%,-24%,-8%,2,-46%,6%,nt,1%
Nc1nc(SCC(=O)N2N=C3/C(=C/c4ccco4)CCCC3C2c2ccco2)n[nH]1 (centres undefined),3%,8%,0%,-16%,-31%[inhibitor],-8%,0,-35%,-13%,16%,-5%
CCCC(=O)c1c[nH]c(C(=O)NCCc2ccccn2)c1,?,12%,-1%,7%,1%,?,1,20%,-7%,29%,3%
COc1ccc(S(=O)(=O)n2ccnc2C)c(C)c1C,nt,0%,1%,-7%,3%,1%,-3,9%,-3%,-17%[1.91 µM],0%
O=C(N1CCOCC1)C12CC3CC(C1)CC(n1cnc(Cl)n1)(C3)C2,-6%,-8%,4%,-3%,-6%,-10%,1,5%,-1%,-9%,-1%
COc1ccc(N=NC2C(=O)N(c3ccccc3)N=C2C)cc1 (centres undefined),0%,-6%,-2%,20%,0%,?,2,0%,19µM*,-34%,-2%
COc1ccc(CCNC(=O)C(C)OC(=O)c2nsc(Cl)c2Cl)cc1OC (centres undefined),9%,6%,0%,-6%,0%,?,2,-6%,1%,-6%,-1%
COc1ccc(S(=O)(=O)NCc2ccc3c(c2)cc(C)n3C)cc1,4%,-2%,-5%,1%,19%,-4%,nt,1%,10%,0%,-1%
COc1ccc(S(=O)(=O)N2CCN(CC3CC=CCC3)CC2)cc1 (centres undefined),1%,-2%,3%,-3%,2%,?,21,2%,-1%,3%,0%
CCN(CC)C(=O)c1[nH]cnc1C(=O)NCC(=O)OC(C)(C)C,5%,3%,-5%,-1%,2%,-11%,2,0%,-3%,1%,0%
